Glyco luc inh = blocks N-linked glycosylation in D54 reporter cells | D54 ERlucT glycosylation luciferase reporter, 24 h; percent of 100 nM tunicamycin response | reporter increase, % at 12.5 µM | 360,000 compounds, 0.23% hits;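 active = mean luciferase reporter signal, scaled so untreated is 0 and the glycosylation-blocking control 100, at or above a set limit in every replicate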;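 note: luciferase carries N-glycosylation sites so blocking glycosylation raises the light; 0% = median of neutral control wells and 100% = median of 100 nM tunicamycin wells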
NOD2-RIPK2 inh = blocks binding of human NOD2 to RIPK2 | 360,000 compounds, 0.38% hits | O43353 | CHO BLA complementation NOD2-RIPK2, CCF4 ratio | inhibition, % at 4.98 µM; in the data active = inhibition above about 21%;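 note: 0% = vehicle only and 100% = reference blocker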
Target sequence (O43353 whole entry, looked up): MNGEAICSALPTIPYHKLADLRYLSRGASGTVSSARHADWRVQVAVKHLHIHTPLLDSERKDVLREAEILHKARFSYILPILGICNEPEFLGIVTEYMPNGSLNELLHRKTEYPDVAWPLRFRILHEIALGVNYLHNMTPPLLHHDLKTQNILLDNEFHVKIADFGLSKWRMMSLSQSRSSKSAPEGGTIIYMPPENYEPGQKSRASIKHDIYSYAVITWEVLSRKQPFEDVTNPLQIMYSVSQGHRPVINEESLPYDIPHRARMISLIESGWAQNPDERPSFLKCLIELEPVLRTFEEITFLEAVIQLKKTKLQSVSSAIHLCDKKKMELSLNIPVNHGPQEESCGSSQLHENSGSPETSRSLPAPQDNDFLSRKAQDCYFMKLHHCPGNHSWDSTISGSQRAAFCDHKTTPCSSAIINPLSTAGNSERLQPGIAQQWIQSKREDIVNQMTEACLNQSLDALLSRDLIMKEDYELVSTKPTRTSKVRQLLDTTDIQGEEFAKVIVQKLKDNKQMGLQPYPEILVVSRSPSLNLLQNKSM
TLR9-MyD88 block = TLR9-MyD88 interaction inhibition | Q9NR96+Q99836 | CHO BLA complementation TLR9-MyD88, CCF4 FRET ratio | inhibition, % at 4.98 µM | 340,000 compounds, 0.21% hits | AID 504734;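 active = inhibition above the mean over all tested compounds plus 3 SD, cut at about 21% in these data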;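 note: 0% = DMSO only wells and 100% = clavulanate BLA inhibitor control wells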
H9c2 protect = protects H9c2 cardiomyocytes from peroxide injury; H2O2 injury protection, ATPLite, 2 h; protection from H2O2 cell death, % at 20 µM; 360,000 compounds, 0.63% hits; AID 588492;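 active = compounds giving at least 50% protection of heart cells from peroxide-induced death in the single-dose screen, raw or plate-pattern-corrected value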;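 note: 0% = DMSO wells with peroxide and 100% = DMSO wells without peroxide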
ABHD5 PLIN5 PPI = inhibitors of human ABHD5-perilipin-5 interaction. Split G. princeps luciferase complementation, luminescence, 4 h. AID 602281. inhibition, % at 4 µM. Q00G26+Q8WTS1. 360,000 compounds, 0.78% hits;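 active = inhibition above the mean inhibition across every tested compound plus 3 SD, cut at about 22% in these data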;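 note: 0% = DMSO only wells and the 100% control is not disclosed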
NCOA2 inhibitor = inhibits human steroid receptor coactivator 2 | Q15596 | HEK293 GAL4-SRC2 luciferase reporter, luminescence | inhibition, % at 9 µM | 370,000 compounds, 0.17% hits;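 active = inhibition above the mean inhibition of all tested compounds plus 3 SD, set per campaign, cut at about 52% in these data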;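 note: 0% = DMSO treated cells and 100% = cells given Gossypol at 36 µM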
m5-HT2A agonist = agonists of mouse serotonin 5-HT2A receptor (HTR2A); P35363; CHO-K1 mHTR2A beta-arrestin complementation, luminescence; percent of 30 µM serotonin response; activation, % at 7.6 µM; 360,000 compounds, 0.66% hits;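 active = activation above a run cutoff, the mean activation of all tested compounds plus 3 SD, cut at about 14% in these data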;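 note: 0% = plate median of compound wells and 100% = 30 µM serotonin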
Target sequence (P35363 whole entry, looked up): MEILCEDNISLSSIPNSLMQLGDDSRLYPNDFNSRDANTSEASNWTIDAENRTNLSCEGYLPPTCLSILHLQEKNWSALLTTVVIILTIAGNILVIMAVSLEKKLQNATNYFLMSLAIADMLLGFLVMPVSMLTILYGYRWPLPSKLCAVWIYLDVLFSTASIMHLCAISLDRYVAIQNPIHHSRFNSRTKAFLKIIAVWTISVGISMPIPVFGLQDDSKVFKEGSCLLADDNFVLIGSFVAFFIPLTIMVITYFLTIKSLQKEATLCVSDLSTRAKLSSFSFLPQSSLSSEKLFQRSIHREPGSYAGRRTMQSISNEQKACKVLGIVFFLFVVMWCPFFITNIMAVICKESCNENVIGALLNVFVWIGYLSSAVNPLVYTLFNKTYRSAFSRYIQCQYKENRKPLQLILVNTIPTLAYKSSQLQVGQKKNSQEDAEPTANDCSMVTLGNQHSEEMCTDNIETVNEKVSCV
MC4R barr agon = agonists of human melanocortin 4 receptor (MC4R) beta-arrestin; P32245; U2OS MC4R beta-arrestin complementation, luminescence; percent of melanotan II response, DMSO zero; activation, % at 8.9 µM; 360,000 compounds, 0.98% hits; AID 540308;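 active = activation above a per-plate cutoff, the mean activation of sample wells on that plate plus 3 SD, cut at about 8% in these data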
MC4R antag cAMP = antagonists of human melanocortin 4 receptor (MC4R); P32245; MC4R-expressing cells, MTII-stimulated cAMP, LANCE TR-FRET; inhibition, % at 6.5 µM; 360,000 compounds, 0.48% hits; AID 540295;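 active = inhibition above its plate's cutoff, the mean of tested wells on that plate plus 3 SD, cut at about 29% in these data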;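 note: 0% = Melanotan II alone and 100% = Melanotan II plus saturating MCL0020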
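Assay system: human MC4R-expressing U2OS cells; reagent: Melanotan II stimulation of cells; dosing: 6.5 µM single dose; timing: compound 30 min, challenge 1 h, detection 1 h; signal: TR-FRET cAMP assay; replicates: one well per compound, no replicates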
ABCB6 inh MLPCN = inhibitors of human ABC transporter ABCB6; Q9NP58; K562-ABCB6 porphyrin accumulation, flow cytometry, 1 h; active compounds read low; fluorescence ratio to DMSO, % at 10 µM; 360,000 compounds, 0.19% hits; AID 602162;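 active = fluorescence ratio to DMSO below 75%, the collection mean minus 3 SD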;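 note: signal is porphyrin accumulated inside mitochondria; 100% equals median channel fluorescence of DMSO control wells; lower ratio means ABCB6 inhibition with less porphyrin fluorescence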
Numbers without * were called inactive; · = not tested or not shown.

SMILES	Glyco luc inh	NOD2-RIPK2 inh	TLR9-MyD88 block	H9c2 protect	ABHD5 PLIN5 PPI	NCOA2 inhibitor	m5-HT2A agonist	MC4R barr agon	MC4R antag cAMP	ABCB6 inh MLPCN
O=C(Nc1ccc(N2CCOCC2)cc1)C1CCN(S(=O)(=O)c2ccccc2F)CC1	0	-4	6	-1	-10	1	1	0.7	6	98
Cc1ccc(C(=O)COC(=O)CNS(=O)(=O)c2ccccc2)cc1[N+](=O)[O-]	1	4	9	16	-5	-25	-5	-1.0	3	93
C(=C\c1ccccc1)/CN1CCN(C(c2cccc3ccccc23)c2nnnn2-c2ccc3c(c2)OCCO3)CC1 (configuration not stated)	-6	-9	·	-3	17	-18	-10	·	·	100
CCc1c(C)c2cc(Cl)c(O)c(CN3CCCCC3)c2oc1=O	-1	-2	-14	-3	3	-14	0	-1.3	-4	98
COc1ccc(N(S(=O)(=O)c2ccccc2)S(=O)(=O)c2ccccc2)c(N)c1	15	-15	0	21	0	-10	-6	-1.7	6	88
COc1ccccc1C(=O)N1CCC(N2CCN(c3ccccc3OC)CC2)CC1	0	-6	0	-1	2	-7	3	-1.7	2	99
Cc1ccc2cc(C3CC(c4cccs4)=NN3S(C)(=O)=O)c(Cl)nc2c1 (configuration not stated)	-2	2	-12	-4	4	20	1	-0.2	5	100
COc1cccc(NC(=O)N2CCCC2C(=O)NCC(C)C)c1 (configuration not stated)	0	-1	-11	2	-2	4	-2	1.1	4	98
OCC[C@@H]1C[C@H](O)[C@@H](O)[C@@]2(OCc3ccc(CO)cc32)O1	-1	7	·	0	5	-15	1	·	·	103
O=C(O)c1cn2c3c(ccc(Cl)c3c1=O)OCC2	-2	-12	9	6	3	-5	-2	1.6	-2	100
O=C(COc1ccc(Cl)cc1)NCCCNC(=O)c1ccccn1	2	2	0	1	12	-11	-2	-1.7	-2	104
COCOc1cccc(CN2CCC2(C)C(=O)Nc2ccc3c(c2)OCO3)c1 (configuration not stated)	0	-5	·	-8	-4	-5	5	0.4	3	82
COc1ccc(OC)c(S(=O)(=O)NCCC2=CCCCC2)c1	1	-3	14	-5	-3	10	-4	2.3	7	104
C=CCn1c(SCCOc2ccccc2)nnc1C(C)NC(=O)c1ccccc1 (configuration not stated)	0	1	-2	-3	-4	23	-8	0.9	12	104
COc1ccc(CNC(=O)Nc2cc(C)cc(C)c2)cc1	0	-1	4	7	-4	-35	1	-0.3	13	90
Cc1noc(C)c1-c1ccc(C(=O)NCc2ccncc2)c2occc12	11	7	·	-11	7	-26	0	0.0	10	90
COCCN(Cc1cc2ccc(C)cc2[nH]c1=O)S(=O)(=O)c1ccccc1	1	6	-7	-2	-1	18	-7	1.0	5	95
COc1ccc(CNC(C)(C)C)cc1Cl	2	5	-1	7	0	13	-1	-2.4	2	99
Cc1noc(C)c1COC(=O)CNC(=O)c1cccc(F)c1	4	-7	0	5	2	-21	-3	-2.9	4	99
Cc1ccccc1NC(=O)c1cccc(C(F)(F)F)c1	1	8	-5	-2	0	2	-2	0.9	1	98
CC(O)[C@H]1CN=C(N)N1CCc1cc(C(F)(F)F)cc(C(F)(F)F)c1 (some centres not stated)	1	-15	3	6	8	0	8	-0.4	3	98
COc1cccc(Cn2nnc(C(=O)NCCc3ccc(Cl)cc3)c2N)c1	-4	-9	-4	-6	-3	-21	-3	1.0	-16	95
O=C(/C=C/c1cccs1)Nc1ccc(N2CCOCC2)c(S(=O)(=O)Nc2ccccc2Cl)c1	-13	-15	-3	20	2	7	-3	-4.7	7	99
CCOc1ccc(N(CC)C(=O)c2cn(CC)c(=O)c3cc(OC)c(OC)cc23)cc1	0	-1	-5	6	-24	-8	2	-0.3	-5	95
CCOc1ccccc1CN1CCC(Oc2cccc(C(=O)NCCOC)c2)CC1	0	-15	-4	4	0	-5	-5	-2.8	-4	101
CC(C)(C)C(=O)Nc1nnc(-c2ccncc2)o1	2	6	-5	5	2	9	-1	0.1	9	100
COc1ccc2c(c1)sc(=N)n2C	-1	6	0	-23	3	12	0	-0.2	11	97
CC(C)N=C1SCC(C)(/C=N/O)S1 (configuration not stated)	1	2	-2	4	-9	11	-1	0.2	1	100
CC1CCN(C(=O)CSc2nnc(Cc3ccccc3)o2)CC1	-1	-6	-5	-2	-9	-26	-3	-2.2	6	100
C=CCN1C(=O)N/C(=C/c2ccccc2OCC(=O)Nc2ccc(F)cc2)C1=O	1	-10	-2	30	-6	-21	2	-0.7	1	91

Limited to MC4R antag cAMP (three entries from above):
SMILES	MC4R antag cAMP
CC(C)(C)C(=O)Nc1nnc(-c2ccncc2)o1	9
COc1ccc2c(c1)sc(=N)n2C	11
CC(C)N=C1SCC(C)(/C=N/O)S1 (configuration not stated)	1

The list goes on:
SMILES	Glyco luc inh	NOD2-RIPK2 inh	TLR9-MyD88 block	H9c2 protect	ABHD5 PLIN5 PPI	NCOA2 inhibitor	m5-HT2A agonist	MC4R barr agon	MC4R antag cAMP	ABCB6 inh MLPCN
CCCc1nn(-c2cc(Cl)ccc2OC)c2c1C(=O)CCC2	1	-6	10	-6	-4	-1	2	-1.4	9	101
COc1ccc(NC(=O)COC(=O)c2ccc(-n3cnnn3)cc2)cc1Cl	1	-2	-1	-8	-2	-13	3	1.7	5	95
Cc1ccccc1NC(=O)Cc1nc(COC(=O)Cc2c(F)cccc2Cl)cs1	-4	3	4	3	-8	9	1	1.5	12	93
COc1ccc(N2C(=O)C3CCCN3C2c2cccc(C)c2)cc1Cl (configuration not stated)	1	-17	-9	2	-3	-29	3	-0.8	7	87
O=C1CC(C(=O)N2CCCc3ccccc32)CN1c1ccc(F)cc1 (configuration not stated)	-5	-2	-1	5	-12	-31	-3	-0.3	3	172
NS(=O)(=O)c1ccc(NC(=O)CSc2ncnc3ccccc23)cc1	0	-9	8	16	-4	12	3	-1.6	11	92
CN(CC(=O)Nc1ccccc1C(F)(F)F)C(=O)c1ccc2c(=O)n3c(nc2c1)CCC3	-1	-9	-14	16	12	-17	-3	-0.1	-8	101
COc1ccc(CN(C)C(=O)CCCNC(=O)c2ccc(Cl)cc2)cc1	2	5	1	-9	3	-8	-7	-0.7	-1	97
Cc1ccc(CNC(=O)COC(=O)c2ccc(S(=O)(=O)NCc3ccco3)cc2)cc1	1	-6	-2	2	3	6	4	2.3	2	99
CC[C@]12C(=O)N(C)C[C@H]([C@@H]3C(=O)N(C)C(=O)[C@@H]31)N2C(=O)c1ccc(Br)cc1	3	2	12	-1	1	-20	-1	-1.6	4	92
COc1ccc(NC(=O)CSc2nnc3n2CCCCC3)cc1S(=O)(=O)N1CCOCC1	2	-6	-10	8	1	-10	11	0.4	10	92
C/C(=N\NC(=O)c1cc(-c2ccc(Br)s2)[nH]n1)c1ccncc1	-2	-8	6	4	-14	-17	-1	-1.7	2	94
CC(C)NC(=O)N(C)C[C@H]1Oc2ccc(NS(=O)(=O)c3ccccc3)cc2C(=O)N([C@H](C)CO)C[C@H]1C	2	-2	-15	4	-2	11	-3	0.6	10	92
CCCNC(=O)C1(C)CCCN(C(=O)c2cccc(Cl)c2)C1 (configuration not stated)	4	1	·	6	-9	-23	6	-0.7	2	96
Cc1cccc(Nc2nc(C)cc(C)n2)c1	1	-11	-2	-4	2	1	-1	-1.0	13	110
CCSc1nnc(NC(=O)c2csc3c2CCC(C)C3)s1 (configuration not stated)	0	6	-6	9	-1	1	1	-1.7	6	92
CC1CCCCC1NC(=O)CN1C(=O)COc2ccccc21 (configuration not stated)	-2	-17	3	0	-3	-16	6	2.3	4	101
Nc1ncccc1OCc1ccc(Cl)c(Cl)c1	-4	-22	1	-10	5	-24	-1	4.2	9	92
COc1ccccc1CNC(=O)[C@@H]1CCCN1S(=O)(=O)c1ccc(Cl)cc1	1	-11	-1	0	5	8	3	-0.9	4	99
COc1ccc(CNC(=O)CN2CCN(c3ccccc3)CC2)cc1	1	-2	-17	12	1	-10	-5	0.8	2	102
COc1ccc(CN2CCCN(C)CC2)c(OC)c1C	-1	-5	6	8	-9	2	-4	-2.0	1	102
CCc1ccc2c(c1)C(=O)CCC2	-1	-15	-4	12	7	-7	3	-1.1	2	98
COc1ccc(NC(=O)C2CC(c3cccc(Br)c3)=NO2)cc1OC (configuration not stated)	0	7	-8	-4	-6	-12	-7	1.6	10	101
CC1Cc2ccccc2N1c1ncnc2c1nnn2Cc1ccccc1 (configuration not stated)	1	-8	5	-2	-3	13	4	-3.3	2	99
C#CCN(C[C@H]1[C@H](OC(=O)NC2CCCC2)[C@H](OC(=O)NC2CCCC2)C[C@H]2C(=O)N(c3ccccc3)C(=O)[C@@H]12)S(=O)(=O)c1ccc(C)cc1	-2	-1	-6	-1	-4	-6	-4	1.2	6	102
O=C1CC2CCCN2C=C1I (configuration not stated)	1	4	-10	9	-5	-35	-3	0.2	0	99
O=C(CN1C(=O)COc2ccccc2C1=O)c1ccc2c(c1)OCCO2	2	-8	-3	-10	-1	-1	-4	-0.1	6	103
CCOC(=O)C1(Cc2ccccc2)CCCN(C2CCN(C(C)=O)CC2)C1 (configuration not stated)	0	-10	-4	9	-5	1	-2	-2.5	1	94
CC1CCN(CC(=O)NCCc2ccc(F)cc2)CC1	2	-16	-7	0	2	-24	-2	-0.7	14	99
NS(=O)(=O)c1ccc(NC(=S)N2CCC(O)CC2)cc1	1	-5	-3	3	-10	-5	0	2.1	9	94
Oc1cccc(C(O)CNCc2ccc(-c3ccccc3)cc2)c1 (configuration not stated)	2	1	-9	9	3	-15	-6	-0.9	-5	90
C=CCOCCN(C)C1=NS(=O)(=O)c2ccccc21	2	-2	7	12	0	-5	7	1.0	-2	102
Cc1cccc(NC(=O)c2cccc(N3C(=O)C4C5CCC(C5)C4C3=O)c2)c1C (configuration not stated)	12	-3	2	2	-1	-5	1	0.1	4	94
COc1ccc(C2CC(c3ccccc3)=NN2C(=O)c2ccc(Cl)c([N+](=O)[O-])c2)cc1 (configuration not stated)	5	1	-10	-3	2	-3	1	-2.0	-44	93
C/C=C/Cn1c(N2CCCCCC2)nc2c1c(=O)[nH]c(=O)n2C	-2	-9	5	4	6	-9	3	0.9	-4	93
Cc1ccccc1-c1cc2nc(NCCOc3ccccc3Cl)n(C)c(=O)c2s1	0	-4	·	-15	-5	-16	1	0.3	5	99
CC(C)(C)c1ccc2cc(F)cc(F)c2n1	2	1	·	3	-7	-9	0	·	·	97
CC(C)Sc1nc2ncnc(N)c2[nH]1	-1	1	1	1	-2	1	1	-1.6	5	102

Screening results: PubChem, several laboratories

An excerpt, so the mix of outcomes need not match the whole.
